Screening data as filed in PubChem BioAssay.
NIH3T3 HSF-1 reporter: GFP reporter loss versus dox-driven RFP – NIH3T3 R4 cells, cherry-pick, set 3, dose response (AID 493083); NIH3T3 R4 HSF-1 GFP reporter, heat shock, 48 h; AC50 in µM for hits, for the others activity change, negative = inhibition, % at the top dose, mostly 19.5 µM; 2,400 tested, 4% active;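 active = compounds lowering signal whose fitted AC50 is at most ten times the top tested dose; inconclusive = flat fit with moderate inhibition, or poor curve fit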;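 also: 0% = neutral control wells and -100% = didemnin B positive control; many of its hits are not listed in these tables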
Starred values were filed as active, the others as inactive; i = inactive; u = inconclusive. The list is partial. The share of hits here may be higher or lower than overall.

SMILES	NIH3T3 HSF-1 reporter
Cc1cc(OCC(=O)N2CCOCC2)ccc1NC(=O)c1ccccc1C	-4%
Oc1ccc(Nc2nc3ccccc3nc2Nc2ccc(O)cc2)cc1	u
COc1cccc(-n2ccnc2SCC(=O)Nc2ccccc2F)c1	10%
CCS(=O)(=O)N1Cc2ccccc2CC1C(=O)Nc1nc2ccccc2s1 (configuration not stated)	7%
CCC(C(=O)OCC(=O)Nc1cc(Cl)ccc1Cl)c1ccccc1 (configuration not stated)	-1%
Cn1c(-c2nonc2N)nc2ccccc21	-4%
Cc1ccc(S(=O)(=O)CCC(=O)Nc2ccc(Br)cc2)cc1	18%
CNC(=O)c1ccsc1NC(=O)c1ccc(Cl)s1	0%
COc1ccc(N2CCN(c3oc(Cc4ccccc4)nc3C#N)CC2)cc1	0%
CCOC(=O)/C=C/C(=O)Nc1ccccc1-c1ccccc1NC(=O)/C=C/C(=O)OCC	-52%
O=C(c1ccc2c(=O)n(Cc3ccccc3)c(=S)[nH]c2c1)N1CCOCC1	4%
O=C(CCl)Nc1ccc(Sc2ccc(NC(=O)CCl)cc2)cc1	u
COCCCN(Cc1ccco1)C(=O)CSc1nc2ncccc2[nH]1	-7%
CCCCOc1ccc(C2C(=O)N(C3CCCCC3)CC(=O)N2CC2CCCO2)cc1 (configuration not stated)	1%
COc1ccc(CNC(=O)c2ccc(CS(=O)(=O)c3ccc(Br)cc3)o2)cc1	7%
O=c1c2ccc(Cl)cc2nc(-c2cccc(C(F)(F)F)c2)n1O	-7%
O=C(NC(=S)Nc1ccc(F)cc1)c1ccc2c(c1)OCCO2	1%
COc1ccccc1N=Nc1ccc(O)c2ncccc12	20%
O=C(Nc1ccc(N2CCN(c3ccc(O)cc3)CC2)cc1)Oc1ccccc1	16%
CCOc1ccc(NC(=O)c2cccnc2C(=O)O)cc1	-4%

Another view of part of the listing above.
molecule,NIH3T3 HSF-1 reporter
CCOC(=O)/C=C/C(=O)Nc1ccccc1-c1ccccc1NC(=O)/C=C/C(=O)OCC,-52%
O=C(c1ccc2c(=O)n(Cc3ccccc3)c(=S)[nH]c2c1)N1CCOCC1,4%
O=C(CCl)Nc1ccc(Sc2ccc(NC(=O)CCl)cc2)cc1,u
COCCCN(Cc1ccco1)C(=O)CSc1nc2ncccc2[nH]1,-7%
CCCCOc1ccc(C2C(=O)N(C3CCCCC3)CC(=O)N2CC2CCCO2)cc1 (configuration not stated),1%
COc1ccc(CNC(=O)c2ccc(CS(=O)(=O)c3ccc(Br)cc3)o2)cc1,7%
O=c1c2ccc(Cl)cc2nc(-c2cccc(C(F)(F)F)c2)n1O,-7%

Later entries:
SMILES	NIH3T3 HSF-1 reporter
CC1Oc2ccccc2N(CC(=O)NCc2ccccc2)C1=O (configuration not stated)	1%
O=C(CCc1nc(-c2cccs2)no1)NCc1ccc(F)cc1Cl	-4%
N#C/C(=C/c1cc(Br)cs1)C(=O)NCC1CCCO1 (configuration not stated)	-5%
Cc1cc(Nc2ccc3c(c2)OCCO3)c2cc(Cl)ccc2n1	2%
O=S(=O)(Nc1ccc(O)c2ccccc12)c1ccc(OC(F)(F)F)cc1	27%
CSc1cccc(NS(=O)(=O)c2cc(Br)cnc2N)c1	1%
CCN(CC)c1ncnc2ccc(Br)cc12	-7%
CN1CCN(CC(=O)Nc2nnc(-c3cccs3)s2)CC1	-6%
NNC(=O)c1ccc(N2CCc3ccccc32)c([N+](=O)[O-])c1	-10%
O=S(=O)(Nc1ccc2c(c1)OCCO2)c1cccs1	11%
Nc1ncnc2oc(-c3ccco3)c(-c3ccco3)c12	-5%
CSc1ccccc1NC(=O)C1=CC(c2ccc(C)cc2)=NS(=O)(=O)N1C	8%
CC1(C)Cc2c(sc(NC(=O)c3ccc4ncsc4c3)c2C(N)=O)C(C)(C)N1	3%
CC(O/N=C\c1ccccc1O)C(=O)Nc1ccccc1C(=O)N1CCOCC1 (configuration not stated)	0%
Cc1c(C(=O)Nc2ccc3c(c2)OCCO3)cnn1C	5%
CCN(C1CCS(=O)(=O)C1)S(=O)(=O)c1cccs1 (configuration not stated)	-3%
Cc1cc(C(=O)CSc2ccc(F)cc2)cc(C)c1OC(=S)N(C)C	8%
CCN(CC)S(=O)(=O)c1cccc(NC(=O)CCNC(=O)NC23CC4CC(CC(C4)C2)C3)c1	11%
CC(C)Oc1ccc(OCCSc2nc3ccccc3n2CC(=O)O)cc1	1%
COc1cc(NC(=O)c2cc3ccccc3cc2OC)ccc1NC(=O)c1cccs1	18%
NC(=O)COC(=O)c1cc(=O)[nH]c2ccccc12	-4%
COc1cc(NC(=O)CN(C)S(=O)(=O)c2ccc(-c3ccc(=O)[nH]n3)s2)cc(OC)c1	0%
Cc1ccc(NC(=O)c2cnc(N3CCN(c4ccccn4)CC3)c3ccccc23)c(Br)c1	20%
Nc1ccc(S(=O)(=O)N2CCC(Cc3ccccc3)CC2)cc1	4%
COc1ccc(OC)c(NC(=O)C2CCCN(S(=O)(=O)c3c(C)nn(C)c3C)C2)c1 (configuration not stated)	0%
CCc1nc2sc3ccccc3c(=O)c2c(=O)n1Cc1ccc(OC)cc1	25%
CS(=O)(=O)Nc1nc2ccccc2[nH]1	-4%
c1ccc(-c2cn3nc(-c4ccccc4)sc3n2)cc1	-4%
O=C(Nc1ccccc1)OCCOc1ccccc1	2%
Cc1cc(/C=C2/C(=O)NN(c3ccccc3)C2=O)c(C)n1-c1ccc(O)cc1	-4%
Cc1cccc(C)c1NC(=O)c1cccnc1	-3%
COc1ccc(S(=O)(=O)N2CCC(NC(=O)C(Cc3cccc(OC)c3OC)NC(C)=O)CC2)cc1 (configuration not stated)	-4%
CCC(C)n1c(SC(C)C#N)nc2ccccc2c1=O (configuration not stated)	-2%
CCc1cc(C=NC2CCCCC2)c(O)s1	4%
Cc1sc2ncnc(N3CCC(C(=O)Nc4nc(-c5cccs5)cs4)CC3)c2c1C	14%
CS(=O)(=O)N(CC(=O)NCCSC1CCCCC1)c1ccc2c(c1)OCO2	-6%
CCOC(=O)N/N=C\c1ccc(C)s1	-1%
O=C1C(Nc2ccccc2)=C/C(=N/S(=O)(=O)c2cccs2)c2ccccc21	u
O=C(COc1cccnc1[N+](=O)[O-])Nc1cc(S(=O)(=O)N2CCCCC2)ccc1Cl	-2%
CCn1c(O)c(C=Nc2ccccc2)oc1=S	-6%
COC(=O)c1cn(NC(=O)CCC2CCCC2)c(=O)c2ccccc12	-9%
CCOc1ccc(C(=O)COC(=O)Cc2n[nH]c(=O)c3ccccc23)cc1	i
Cc1cccc(NC(=O)CN2C(=O)N/C(=C/c3cc(C)n(C(C)C)c3C)C2=O)c1	9%
CC(C)(C)c1cnnn1-c1ccc(C(=O)CCl)cc1	30%
Cc1ccc(-n2nc3c(=O)n(CCCC(=O)N4CCC(C(N)=O)CC4)nc(C)c3c2C)cc1	-6%
CCOc1ccc(CNC(=O)CCS(=O)(=O)c2ccc3c(c2)oc(=O)n3C)cc1	-3%
C[C@]12C=CC(=O)C=C1CC[C@@H]1[C@@H]2[C@@H](O)C[C@@]2(C)[C@H]1CC[C@]2(O)C(=O)CO	1%
COc1cc(OC)cc(-c2cc(N3C(=O)Nc4ccccc4N3O)n[nH]2)c1	12%
CCOC(=O)c1c(C)[nH]c(C(=O)N/N=C/c2cc([N+](=O)[O-])ccc2O)c1C	-7%
CCOC(=O)C1CCN(C(=O)CC(C)c2ccccc2)CC1 (configuration not stated)	i
C#Cc1ccc([C@@H]2C=C(C(=O)OCC=C)O[C@H](OCc3ccc(CO)cc3)C2)cc1	2%
CC(C)NC(=O)COC(=O)C1CSC2(c3ccc(Br)cc3)CCC(=O)N12 (configuration not stated)	-5%
CC(C)c1ccc(NC(=O)N(CCc2nc3ccccc3[nH]2)C2CCCC2)cc1	23%
O=C(NCc1ccc(C(=O)O)cc1)OCc1ccccc1	-6%
COc1ccc(OC)c(Nc2nc(-c3sc(NC(=O)C(C)(C)C)nc3C)cs2)c1	6%
CCOc1c2ccc(C(=O)NCc3ccccc3OC)cc2nn1CC	0%
CC1CCN(c2ccc(-c3cccs3)nn2)CC1	7%
Cc1oc2ccc(OCc3c(F)cccc3Cl)cc2c1C(=O)O	0%
O=C1COc2ccc(N3C(=O)C=CC3=O)cc2N1	-57%
O=C(CSc1nnc(COc2ccc3c(c2)CCCC3)o1)Nc1ccc(F)cc1	-5%

(cont.)
SMILES	NIH3T3 HSF-1 reporter
Cc1[nH]n(-c2ccccc2)c(=O)c1N=Nc1ccc2c(c1)OCO2	4%
CC(NC(=O)c1ccc2c(c1)OCO2)c1ccccc1 (configuration not stated)	-5%
Cc1[nH]c(=O)c(C#N)cc1-c1csc(-c2ccccc2)n1	-7%
CCC1CCCCN1C(=O)c1cc2c(=O)n3cccc(C)c3nc2s1 (configuration not stated)	-1%
O=C(CCl)Nc1ccccc1C(=O)c1ccccc1	1%
Nc1ccc2oc(C3CCCCC3)nc2c1	i
O=C(CCl)NC(Cc1ccccc1)c1ccccc1 (configuration not stated)	5%
Cc1cc(=O)oc2cc(OCC#N)ccc12	-1%
CC1CCN(CC(=O)Nc2ccc(S(=O)(=O)NC3CC3)cc2)CC1	4%
COc1cccc(C(=O)CC(=O)C(=O)Nc2cc(OC)c(OC)c(OC)c2)c1	-2%
CCN1CCN(C(c2cccnc2)c2cc(Cl)c3cccnc3c2O)CC1 (configuration not stated)	78%
CCCOc1ccc(N2CC(C(=O)NC(C)C)CC2=O)cc1 (configuration not stated)	3%
CCN(CC)C(=O)c1cc2cc([N+](=O)[O-])ccc2s1	-8%
O=C(NCc1ccccc1)N1CCC(CO)(Cc2cccc(F)c2)CC1	4%
O=C(CCCC(=O)N(c1ccc2c(c1)OCCO2)C(C(=O)NC1CCCCC1)c1ccc(Cl)cc1)Nc1ccccn1 (configuration not stated)	0%
COc1ccc(N2C(=O)C(C)(C)C2c2c(O)ccc3ccccc23)cc1 (configuration not stated)	8%
O=C(O)c1cccc(N2C(=O)/C(=C/c3ccc([N+](=O)[O-])cc3)C=C2c2ccccc2)c1	31%
O=C(Nc1cccc(-c2ccc(F)cc2)c1)C1CCCN(C(=O)c2cscn2)C1 (configuration not stated)	4%
CCOc1cccc(/C=N/NC(=S)Nc2ccccc2[N+](=O)[O-])c1O	-2%
O=C(CCC1CCCNC1)c1ccccc1 (configuration not stated)	8%
Cc1ccc(SCc2[nH]nc3c2C(c2ccc(C)o2)C(C#N)=C(N)O3)cc1 (configuration not stated)	8%
CC1CCCN(CCCOc2ccc(Cl)cc2Br)C1 (configuration not stated)	-3%
Cc1ccc(C)c(NC(=O)CCc2nnc3ccc(NCc4ccco4)nn23)c1	2%
Cc1noc(C)c1C(=O)N1CCC(C(=O)c2ccccc2)CC1	-1%
CCOc1cc(/C=C\[N+](=O)[O-])ccc1OCC(=O)Nc1ccccc1C	u
Cc1ccc(S(=O)(=O)NCCC(=O)N2CCN(S(=O)(=O)c3ccccc3)CC2)cc1C	-1%
COCCCC/C(=N\OCCN)c1ccc(C(F)(F)F)cc1	-4%
Cc1ccc(-c2[nH]ncc2/C=N/n2c(C)nc3ccccc3c2=O)cc1	4%
c1ccc(COc2cccc(CN3CCN(c4ccccn4)CC3)c2)cc1	-3%
COc1ccc(C(=O)/C=C/Nc2cc(C)on2)c(OC)c1	1%
CCN1C(=O)C(c2ccc(O)cc2)(c2ccc(O)cc2)c2ccccc21	4%
O=C(Nc1cnn(Cc2ccc(F)cc2)c1)c1cc(-c2ccco2)on1	31%
COc1ccc(C(=O)/C=C/C(=O)N(CC(=O)NC2CCCCC2)Cc2ccc(F)cc2)c(O)c1	u
CC1Cc2ccccc2N1CC(=O)NC(=O)NCc1ccccc1 (configuration not stated)	-6%
COc1ccc(C(=O)NC(=S)N2CCNC(=O)C2CC(=O)OC(C)C)cc1 (configuration not stated)	-2%
N#CCCn1nnc(-c2ccccc2F)n1	-5%
Cc1cc(C)cc(N(CC(=O)Nc2ccc(Br)cc2)S(=O)(=O)c2c(C)[nH]c(=O)[nH]c2=O)c1	6%
CS(=O)(=O)N(CC(=O)O)c1ccc(C23CC4CC(CC(C4)C2)C3)cc1	-5%
CCOC(=O)Cn1c(CN2CCN(c3cccc(Cl)c3)CC2)nc2c1c(=O)[nH]c(=O)n2C	15%
CCOC(=O)C1(Cc2ccc(OC)cc2)CCN(C(=O)c2csc(C)n2)CC1	2%

The final 2 records of the part before open the next one:
SMILES	NIH3T3 HSF-1 reporter
CCOC(=O)Cn1c(CN2CCN(c3cccc(Cl)c3)CC2)nc2c1c(=O)[nH]c(=O)n2C	15%
CCOC(=O)C1(Cc2ccc(OC)cc2)CCN(C(=O)c2csc(C)n2)CC1	2%
CCCCN(Cc1ccco1)C(=O)Cn1ncc2c(=O)oc3ccc(C)cc3c21	5%
COc1cc(OC)c(NC(=O)CN(C)S(=O)(=O)c2ccc3[nH]c(=O)oc3c2)cc1Cl	-1%
CCCNC(=S)NC1CC2CCCC(C1)N2Cc1ccc(F)cc1 (configuration not stated)	3%
CCc1cc[n+](CC(=O)Nc2ccc(Cl)cc2Cl)cc1	-3%
CC(C)C[C@@H](CC#N)N1CCN(Cc2ccccc2)CCC1=O	0%
CCN(Cc1ccccc1)C(=O)C1CCN(Cc2sccc2C)CC1	4%
Cc1cccc2sc(NNC(=O)C3COc4ccccc4O3)nc12 (configuration not stated)	3%
O=C1CCC(=O)N1CNc1ccccn1	-2%
CCC(C)(NC(=O)c1ccccc1)C(=O)O (configuration not stated)	-2%
COc1ccc(-n2c(C)cc(-c3csc(NC(=O)c4ccc(S(=O)(=O)N(C)C)cc4)n3)c2C)cc1	21%
CCOC(=O)c1cnn(-c2ccccc2)c1-n1cccc1	-2%

Some of these compounds in order of count of non-hydrogen atoms, falling:
SMILES	NIH3T3 HSF-1 reporter
COc1cc(OC)c(NC(=O)CN(C)S(=O)(=O)c2ccc3[nH]c(=O)oc3c2)cc1Cl	-1%
CCCCN(Cc1ccco1)C(=O)Cn1ncc2c(=O)oc3ccc(C)cc3c21	5%
CCCNC(=S)NC1CC2CCCC(C1)N2Cc1ccc(F)cc1 (configuration not stated)	3%
CCOC(=O)c1cnn(-c2ccccc2)c1-n1cccc1	-2%
